# Screening results (PubChem BioAssay)
# AT treatment: potential ataxia-telangiectasia treatments restoring KAP-1 phosphorylation. Potency, µM (titrated, usually from 57.5 µM), inactives show at the top dose activation, usual class: activators. […] A-T fibroblasts, KAP-1 phosphorylation AlphaLISA; neocarzinostatin DNA damage 30 min before lysis. 320,000 tested, 0.19% active; note: potency is the fitted concentration of half-maximal effect; % of control where 0% means no effect; nearly all actives have a fitted effect of over 45% in size
#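 hTERT-immortalized A-T patient fibroblasts ([…]), 500 cells/well in OPTI-MEM, 1% FBS, got compounds for 60 min, then NCS for 30 min at 37C. Lysates were then assayed for phospho-KAP-1 by AlphaLISA (anti-pKAP1 donor, anti-KAP1 acceptor beads), 6 hr at 25C.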
# Coupling enz: coupling enzyme interference in Giardia aldolase counter-screen; coupling enzyme system counterscreen, AmpLite Red fluorescence; 290,000 tested, 0.67% active; activity change, negative = inhibition, % at 58.2 µM, hits read low; AID 2472; in the data active = activity change below about -30%; note: % is set by controls: 0 for no effect and ±100 for the full control effect
#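 Coupling enzymes only (glyceraldehyde-3-phosphate) + compound, at 57.5 uM final, 10 min RT; add substrate/coupling/AmpLite Red mix, 20 min RT; fluorescence ex 525/em 598 nm. Actives flag coupling-system interference.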
# TRPV1 ag: agonists of human vanilloid receptor 1 (TRPV1) | TRPV1-expressing cells, Fluo-8 calcium influx, agonist mode | Q8NER1 | AID 540275 | activation, % at 8.33 µM | 320,000 tested, 0.19% active; in the data active = activation above about 80%; inconclusive = between about 30% and that limit; note: 0% is about no effect
# Target sequence (Q8NER1 whole entry, looked up): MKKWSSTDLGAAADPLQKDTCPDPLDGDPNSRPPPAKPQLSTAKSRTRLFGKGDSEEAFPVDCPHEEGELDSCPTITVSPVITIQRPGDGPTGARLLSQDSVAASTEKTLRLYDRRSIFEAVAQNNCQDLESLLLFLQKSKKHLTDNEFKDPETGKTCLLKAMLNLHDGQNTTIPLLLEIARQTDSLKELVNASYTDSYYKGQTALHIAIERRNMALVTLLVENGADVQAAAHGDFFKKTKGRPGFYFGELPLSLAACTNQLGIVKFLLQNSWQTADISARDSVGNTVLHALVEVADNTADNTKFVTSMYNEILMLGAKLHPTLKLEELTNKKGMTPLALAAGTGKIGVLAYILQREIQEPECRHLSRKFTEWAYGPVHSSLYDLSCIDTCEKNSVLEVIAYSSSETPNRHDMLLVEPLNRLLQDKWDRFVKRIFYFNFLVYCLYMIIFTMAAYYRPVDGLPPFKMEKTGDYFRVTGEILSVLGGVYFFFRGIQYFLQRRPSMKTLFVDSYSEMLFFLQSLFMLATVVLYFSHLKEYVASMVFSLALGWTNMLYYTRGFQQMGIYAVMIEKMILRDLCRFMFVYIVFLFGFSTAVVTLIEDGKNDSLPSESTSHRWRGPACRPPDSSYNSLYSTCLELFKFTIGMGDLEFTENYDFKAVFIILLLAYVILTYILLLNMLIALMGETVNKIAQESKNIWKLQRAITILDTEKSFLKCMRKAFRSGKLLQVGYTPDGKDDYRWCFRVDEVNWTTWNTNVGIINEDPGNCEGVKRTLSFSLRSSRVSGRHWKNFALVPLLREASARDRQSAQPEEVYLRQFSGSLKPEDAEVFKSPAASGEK
#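 Cells expressing TRPV1 were dye-loaded with Fluo-8 and read kinetically: 10 s baseline, 3 min after compound (agonist portion), then 2 min after EC20 capsaicin (allosteric enhancer portion). Calcium-bound dye fluorescence at 480/520 nm.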
# S-ASM inh: blocks human secretory acid sphingomyelinase; P17405; placental ASM, HMU-PC fluorogenic substrate, 60 min; Potency, µM (titrated, usually from 57.5 µM), without a hit: at the top dose activity change, negative = inhibition, usual class: inhibitors; 340,000 tested, 0.006% active; note: potency is the fitted concentration of half-maximal effect
#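 HMU-PC0 cleavage (9 uM final) by human placental ASM, 60 min at 37 °C following 10 min compound exposure at RT; stopped at pH 10, fluorescence Ex 386/Em 447 nm.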
# MLL CXXC-DNA inh: MLL CXXC-DNA interaction inhibition; Q03164; MLL-CXXC / FITC-HOXA9 DNA fluorescence polarization; Potency, µM (highest dose often 115 µM), for the others: top-dose activity change, negative = inhibition, usual class: inhibitors; 290,000 tested, 0.037% active; AID 2662; active = well fitted inhibition curve with a large enough effect in the polarisation, with a control signal flat, not every such curve was filed as active; inconclusive = small, poorly fitted or top-dose-only effect, or effect the other way, or a change in a side signal; inactive = no such curve, though single readings can be large or run the other way; the % refers to the polarisation; note: potency is the fitted concentration of half-maximal effect
#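 Fluorescence polarization: 7 uM MLL-CXXC (stock) preincubated 5 min with compounds, then 50 nM fluorescein-HOX-A9 DNA (stock) added; 30 min ambient. Buffer 50 mM Tris-HCl pH 7.5, 50 mM NaCl, 1 mM DTT, 0.05% BSA.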
# MBNL1 CUG block: inhibitors of human MBNL1 binding to CUG repeat RNA; Q9NR56; TR-FRET MBNL1-His/biotin-(CUG)12 binding, 665/545 ratio; Potency, µM (titrated, usually from 57.5 µM), for the others: top-dose activity change, negative = inhibition, usual class: inhibitors; 280,000 tested, 0.036% active; AID 2675; active = well fitted inhibition curve with a large enough effect in the signal ratio, with a control signal flat, not every such curve was filed as active; inconclusive = small, poorly fitted or top-dose-only effect, or effect the other way, or a change in a side signal; inactive = no such curve, though single readings can be large or run the other way; the % refers to the signal ratio; note: potency is the fitted concentration of half-maximal effect; % is set by controls: 0 for no effect and ±100 for the full control effect
#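 Compound titration spanned 92 nM–58 uM against the MBNL1-His/biotin-(CUG)12 complex. After 60 min at room temperature with 5 nM streptavidin-XL665 and 0.055 ng/ul terbium anti-His, ratiometric 665/545 nm emission (Ex 340 nm) normalized to controls.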
# KCNH2 WT inh: blocks the wildtype human KCNH2 potassium channel | activity change, % at 1.84 µM | U2OS, BacMam KCNH2, thallium flux FluxOr; hits give low values | 340,000 tested, 0.37% active | Q12809;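 active = maximum activity change below -70%; inconclusive = maximum activity change between -70% and -50%; inactive = maximum activity change above -50%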; note: % is set by controls: 0 for no effect and ±100 for the full control effect
#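 U2OS cells transduced with wild-type KCNH2 virus are loaded with FluxOr dye for 45 min, and thallium flux is measured in kinetic reads before and after stimulation buffer. Rate constants are normalized to DMSO controls.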
# Integrin act MD: integrin-mediated muscular dystrophy alleviation activation | alpha7betagal myoblasts, beta-gal FDG fluorescence, 48 h | Potency, µM (doses to about 38.3 µM), inactives show at the top dose activation, usual class: activators | 350,000 tested, 0.064% active;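 note: potency is the fitted concentration of half-maximal effect; 100% = response of the positive control SU9516; nearly all actives have a fitted effect of over 60% in size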
#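 alpha7betagal+/- myoblasts (passage 13, 250/well) treated 48 h at 37C with compounds at 1:260 dilution of DMSO stock. Lysed, then beta-galactosidase activity read as FDG fluorescence (ex 480/em 540) after 30 min, with pre-read for autofluorescence.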
# GALK inhibitor: galactokinase (human) inhibition; AID 1868; Purified GALK, Kinase-Glo residual ATP luminescence; Potency, µM (doses to about 57.5 µM), for the others: top-dose activity change, negative = inhibition, actives largely listed as inhibitors; 270,000 tested, 0.007% active; note: potency is the fitted concentration of half-maximal effect; % is set by controls: 0 for no effect and ±100 for the full control effect
#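 Kinase-Glo Plus luminescence measured ATP left after a 1 h room-temperature reaction. The reaction used 5 nM GALK, 100 uM galactose and 35 uM ATP at pH 8.0 (20 mM HEPES, 5 mM MgCl2, 60 mM NaCl, 1 mM DTT, 0.01% BSA).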
# KCNH2 3.1 block: blocks the human KCNH2 3.1 channel isoform; U2OS KCNH2 3.1, thallium flux FluxOr; hits give low values; activity change, % (tested at about 1.8 µM); AID 720553; 340,000 tested, 0.95% active;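 active = maximum activity change below -70%; inconclusive = maximum activity change from -70% to -50%; inactive = maximum activity change above -50%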;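 note: thallium influx rate constant from kinetic fluorescence after stimulation buffer; % is set by controls: 0 for no effect and ±100 for the full control effect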
#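 Measured as rate of thallium-driven FluxOr signal in transduced U2OS cells carrying the 3.1 channel, read kinetically for 2 min upon stimulation; values are rate constants scaled to DMSO control wells.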
# Starred values were filed as active, the others as inactive; u = inconclusive; x = not tested or not shown; & = joins results of further samples; [ ] = remark or other dose. Unless noted, calls come from the whole dose curve; as a rule, active = well fitted curve in the direction sought with a large enough effect; inconclusive = small, poorly fitted or top-dose-only effect, or another doubt; inactive = no such curve, though single readings can be large; an effect the other way counts as inactive or inconclusive.
mol	AT treatment	Coupling enz	TRPV1 ag	S-ASM inh	MLL CXXC-DNA inh	MBNL1 CUG block	KCNH2 WT inh	Integrin act MD	GALK inhibitor	KCNH2 3.1 block
CCCn1c(N)c(C(=O)CSc2nnc(-c3ccco3)n2Cc2ccccc2)c(=O)[nH]c1=O	4%	5	0	-3%	-2%	-4%	11	8%	4%	10
Cc1c(Cl)cccc1NC(=O)Cn1nnc(C(=O)NCc2cccs2)c1N	-11%	1	-2	1%	-1%	-3%	-3	-8%	-2%	-15
CS(=O)(=O)N1CCCC(C(=O)Nc2ccc3c(c2)OCCO3)C1 (stereo not drawn)	0%	0	-3	2%	-6%	-13%	-21	6%	-2%	13
COc1ccc(NC(=O)N2CCCCCC2)cc1OC	0%	1	1	2%	4%	-4%	-8	1%	3%	-3
COC(=O)c1ccc(-c2nc(CN3CCC(C(=O)N4CCOCC4)CC3)c(C)o2)cc1	3%	x	0	5%	-3%	3%	-1	2%	6%	10
O=C(Cn1nnc(-c2ccccc2Cl)n1)N1CCN(S(=O)(=O)c2ccc(Cl)cc2)CC1	-3%	-1	-1	-1%	5%	-7%	-11	2%	0%	0
CCOC(=O)C1(C)Oc2ccccc2C(c2ccc(OC)cc2)=C1C(=O)OC (stereo not drawn)	4%	1	x	-9%	x	x	-3	1%	x	-14
Clc1ccc(-c2noc(CN3CCOCC3)n2)cc1	3%	2	13	3%	5%	-11%	1	39%	2%	9
C/C(CC(=O)NC12CC3CC(CC(C3)C1)C2)=N\NC(=O)c1cnccn1	-3%	-1	27	3%	-2%	10%	-20	-1%	0%	-1
Cc1ccc(S(=O)(=O)NCCC(=O)Nc2cccc(Cl)c2)cc1	2%	0	-2	-1%	5%	x	-9	-12%	1%	-10
NC(=O)NCC1CC1	-26%	3&0	-2	1%	-11%	-1%	-4	4%	1%	11
COc1cccc2c1cc1c(=O)n(CC(=O)NCCCc3ccccc3)nc(C)n12	5%	x	2	-1%	3%	5%	4	4%	-5%	32
CCOC(=O)c1cc(-c2ccncc2)nc2c1c(C)nn2-c1ccccn1	2%	-6	8	16%	10%	u	1	19%	4%	0
CN1CCN(CC(=O)Nc2nc(-c3ccccc3)cs2)CC1	16%	2	3	-1%	1%	-9%	-3	4%	3%	-16
C#CCOCCOCCOCCNc1nc(N2CCN(C(=O)[C@H]([C@@H](C)CC)n3cc(CCCCN)nn3)CC2)nc(N2CCN(C(=O)[C@H](CCCCN)n3cc(CCC(=O)O)nn3)CC2)n1	14%	x	-4	6%	x	x	-6	7%	x	1
Cc1ccc(S(=O)(=O)N(C)c2ccc3c(ncn3C)c2[N+](=O)[O-])cc1	2%	x	-1	6%	x	x	-8	-8%	x	-9
Brc1ccccc1-c1nnc(CSc2nnnn2-c2ccccc2)o1	9%	-4	3	-1%	-2%	0%	13	-8%	-3%	-18
Cc1ccc(C2CC(c3cccs3)n3nc(N)nc3N2)cc1 (stereo not drawn)	4%	4	-1	18%	9%	-2%	-10	10%	1%	-3
Cc1nc2c(-c3ccc(F)cc3)c(C)nn2c(C)c1CCC(=O)Nc1ccccc1	-5%	5	u	-1%	-9%	-9%	-5	-9%	5%	-10
CCCCn1c(-c2cccc(F)c2)nc2c1c(=O)[nH]c(=O)n2CC(C)C	-8%	1	8	2%	-6%	-3%	-2	-20%	-1%	6
N#Cc1cccc(NC(=O)Cc2ccsc2)c1	-4%	1	-1	4%	0%	10%	-1	u	-2%	5
O=c1c2ccccc2nc(SCc2cn3ccsc3n2)n1-c1ccccc1	0%	1	29	-3%	30%[activator]	-8%	-17	-4%	0%	-11
OCc1nc2ccccc2n1Cc1c(F)cccc1Cl	2%	-2	2	3%	0%	-13%	-6	u	4%	8
CC(C)NC(=O)COC(=O)c1cc(Br)ccc1Cl	6%	2	2	4%	-4%	-3%	17	32%	0%	-5
Cc1ccccc1N(CC(=O)N1CCCCCC1)S(C)(=O)=O	8%	1	-5	2%	6%	-4%	5	-1%	-1%	-20
O=C(CN1CCCC1)Nc1ccc(Oc2ccc(NC(=O)CN3CCCC3)cc2)cc1	-2%	0	1	0%	3%	9%	9	-66%[inhibitor]	-1%	3
CCOC(=O)N1CCN(CCC(=O)Nc2ccccc2)CC1	18%	2	-2	2%	-2%	-10%	9	24%	3%	13
Cc1nn(CCO)c(C)c1Oc1ccccc1O	-1%	0	-1	-2%	-11%	-13%	6	6%	1%	8
O=C(OCN1C(=O)c2ccccc2C1=O)c1cccc(S(=O)(=O)N2CCOCC2)c1	16%	x	0	-3%	-4%	-1%	-9	-7%	-4%	-6
O=C(Cn1cnc2cc([N+](=O)[O-])ccc2c1=O)Nc1ccccc1-c1ccccc1	5%	3	-1	-9%	6%	x	6	-4%	-2%	-11
CCOc1ccccc1OCCCOc1ccc(C)cc1Cl	u	1	-2	-1%	-2%	-7%	4	-6%	-1%	-11
C=CCN(c1ccc(C(=O)OC)cc1)S(=O)(=O)c1ccccc1	11%	3	2	-7%	-5%	-1%	49	5%	0%	28
CCOc1cc(/C=N/N=C/c2ccc(O)c(OCC)c2)ccc1O	-12%	5	7	17%	u	-12%	-8	u	4%	3
O=C(NCC1CCCO1)C1CCCN(S(=O)(=O)c2ccc(Cl)cc2)C1 (stereo not drawn)	3%	0	2	-2%	-5%	-3%	-3	0%	-5%	2
Cc1ccc(-c2nnn(CCC(=O)NC3CCCC3)n2)cc1	x	3	3	-2%	-8%	-6%	-10	-27%	1%	-8
N/C(=N\OC(=O)c1ccc([N+](=O)[O-])cc1)c1ccccn1	6%	0	5	-3%	13%	u	x	u	12%	-3
COc1ccccc1NC(=O)Cc1nnc(SCC(=O)NC2CCCCC2)n1C	-6%	1	3	5%	27%	-3%	2	7%	-1%	7
COc1ccc(CC(=O)Nc2cccc(C)n2)cc1OC	3%	1	14	0%	8%	-6%	-2	0%	2%	4
COc1cc(CCC(=O)OCC(=O)Nc2ccc(F)c(F)c2F)cc(OC)c1OC	-4%	-1	2	-5%	5%	2%	-4	-20%	0%	-8
O=c1c2cc(Br)ccc2nc(-c2ccc(Cl)cc2)n1O	7%	-3	-6	-4%	1%	-7%	-22	4%	-11%	19
CCN(CC)S(=O)(=O)c1ccc(C(=O)N2CCN(CCN3C(=O)c4cccc5cccc(c45)C3=O)CC2)cc1	11%	0	-3	x	1%	11%	x	x	6%	x
COC(=O)c1c(NC(=O)C2CC=CCC2C(=O)O)sc(C(N)=O)c1C (stereo not drawn)	26%	10	3	1%	-10%	-6%	7	-15%	0%	-13
O=C(Nc1cccc(O)c1)c1cc(-c2ccccc2Cl)on1	5%	1	u	-2%	6%	-11%	8	11%	3%	-11
Cc1nn2c(N3CCN(C(=O)c4ccco4)CC3)cc(C(C)(C)C)nc2c1-c1ccccc1	-4%	2	u	4%	5%	7%	-4	8%	2%	-2
COc1ccccc1NC(=O)C1CCCN1S(=O)(=O)c1ccc(Cl)cc1 (stereo not drawn)	-6%	-3	-1	7%	29%	3%	6	14%	0%	-4

# An excerpt from above in order of heavy-atom count, rising.
mol	AT treatment	Coupling enz	TRPV1 ag	S-ASM inh	MLL CXXC-DNA inh	MBNL1 CUG block	KCNH2 WT inh	Integrin act MD	GALK inhibitor	KCNH2 3.1 block
O=c1c2cc(Br)ccc2nc(-c2ccc(Cl)cc2)n1O	7%	-3	-6	-4%	1%	-7%	-22	4%	-11%	19
N/C(=N\OC(=O)c1ccc([N+](=O)[O-])cc1)c1ccccn1	6%	0	5	-3%	13%	u	x	u	12%	-3
Cc1ccc(S(=O)(=O)NCCC(=O)Nc2cccc(Cl)c2)cc1	2%	0	-2	-1%	5%	x	-9	-12%	1%	-10

# Just S-ASM inh, KCNH2 3.1 block and Integrin act MD (5 entries from above):
SMILES | S-ASM inh | KCNH2 3.1 block | Integrin act MD
O=C(Cn1nnc(-c2ccccc2Cl)n1)N1CCN(S(=O)(=O)c2ccc(Cl)cc2)CC1 | -1% | 0 | 2%
OCc1nc2ccccc2n1Cc1c(F)cccc1Cl | 3% | 8 | u
CCCCn1c(-c2cccc(F)c2)nc2c1c(=O)[nH]c(=O)n2CC(C)C | 2% | 6 | -20%
COC(=O)c1c(NC(=O)C2CC=CCC2C(=O)O)sc(C(N)=O)c1C (stereo not drawn) | 1% | -13 | -15%
COc1ccc(CC(=O)Nc2cccc(C)n2)cc1OC | 0% | 4 | 0%
